All columns: NCI-60 one-dose screen, growth in % after 48 h at 10 µM unless noted; 100 = growth as untreated, 0 = no growth, -100 = all killed.
NCI-H23: NCI-H23 lung cancer | 4% of 80,000 active
HCT-116: HCT-116 colon cancer | AID 1794798 | 7.3% of 82,000 active
NCI-H460: NCI-H460 lung cancer. 6.8% of 82,000 active
NCI-H226: NCI-H226 lung cancer; 3.5% of 79,000 active
NCI-H322M: NCI-H322M lung cancer; AID 1794733; 2.7% of 80,000 active
HCT-15: HCT-15 colon cancer; 5.2% of 82,000 active
COLO 205: COLO 205 colon cancer | 7.3% of 79,000 active | AID 1794742
NCI-H522: NCI-H522 lung cancer | 8% of 78,000 active
NCI/ADR-RES: NCI/ADR-RES ovarian cells; 4.4% of 81,000 active; AID 1794790
Active calls of the source: *; & = joins results of further samples. The calls were made as follows: active = growth percent below 10; inactive = the rest. An unsorted share of the library, and some 12% of all compounds hit somewhere here.

`COc1cccc(COc2ccc(NC(=O)Nc3ccccc3)cc2)c1` gave HCT-116 77, NCI-H460 41, NCI-H226 63, NCI-H322M 57, HCT-15 73, COLO 205 83, NCI-H522 58 and NCI/ADR-RES 60.
`COc1ccc(C(=NNS(=O)(=O)c2ccc(C)cc2)c2ccccc2)cc1OC` gave NCI-H23 100, HCT-116 96, NCI-H460 105, NCI-H226 99, NCI-H322M 93, HCT-15 97, COLO 205 111, NCI-H522 92 and NCI/ADR-RES 97.
`Nc1ccccc1-c1cc2c(c3c1[nH]c1ccccc13)-c1ccccc1C2` gave NCI-H23 97, HCT-116 62, NCI-H460 101, NCI-H226 104, NCI-H322M 80, HCT-15 89, COLO 205 95, NCI-H522 58 and NCI/ADR-RES 103.
`N#C/C(=C\c1ccc(-c2ccc(Br)cc2)o1)c1nc2ccccc2s1` gave NCI-H23 90, HCT-116 95, NCI-H460 100, NCI-H226 91, NCI-H322M 99, HCT-15 85, COLO 205 109, NCI-H522 95 and NCI/ADR-RES 105.
`COc1ccccc1N1CCN(Cc2c[nH]c3ncnc(OC)c23)CC1` gave NCI-H23 87, HCT-116 80, NCI-H460 76, NCI-H226 97, NCI-H322M 90, HCT-15 99, COLO 205 98 and NCI-H522 99.
For O=S(=O)(Oc1ccc(-c2cn3ccsc3n2)cc1)C1CCCCC1 the results were NCI-H23 100, HCT-116 60, NCI-H460 92, NCI-H226 79, NCI-H322M 104, HCT-15 52, COLO 205 111, NCI-H522 93 and NCI/ADR-RES 94.
Screening COc1cc(CNC(=O)/C=C/c2ccc3c(c2)OCO3)ccc1OCc1cn(-c2ccccc2)nn1 returned NCI-H23 95, HCT-116 99, NCI-H460 104, NCI-H226 84, NCI-H322M 85, HCT-15 91, COLO 205 124, NCI-H522 85 and NCI/ADR-RES 93.
Screening Oc1ccccc1N=Cc1ccc(Br)cc1 returned NCI-H23 86, HCT-116 92, NCI-H460 114, NCI-H226 83, NCI-H322M 95, HCT-15 86, COLO 205 106, NCI-H522 71 and NCI/ADR-RES 93.
For c1ccc2c3c(ccc2c1)Sc1ccc2ccccc2c1N3 the results were NCI-H23 74, HCT-116 75, NCI-H460 89, NCI-H226 101, NCI-H322M 98, HCT-15 73, COLO 205 112, NCI-H522 91 and NCI/ADR-RES 88.
Screening NCCc1c[nH]c(=S)[nH]1 returned NCI-H23 97, HCT-116 97, NCI-H460 108, NCI-H226 92, NCI-H322M 95, HCT-15 107, COLO 205 105, NCI-H522 93 and NCI/ADR-RES 95.

5 neighbouring records out of the list so far, quoted:
`N#C/C(=C\c1ccc(-c2ccc(Br)cc2)o1)c1nc2ccccc2s1` gave NCI-H23 90, HCT-116 95, NCI-H460 100, NCI-H226 91, NCI-H322M 99, HCT-15 85, COLO 205 109, NCI-H522 95 and NCI/ADR-RES 105.
`COc1ccccc1N1CCN(Cc2c[nH]c3ncnc(OC)c23)CC1` gave NCI-H23 87, HCT-116 80, NCI-H460 76, NCI-H226 97, NCI-H322M 90, HCT-15 99, COLO 205 98 and NCI-H522 99.
For O=S(=O)(Oc1ccc(-c2cn3ccsc3n2)cc1)C1CCCCC1 the results were NCI-H23 100, HCT-116 60, NCI-H460 92, NCI-H226 79, NCI-H322M 104, HCT-15 52, COLO 205 111, NCI-H522 93 and NCI/ADR-RES 94.
Screening COc1cc(CNC(=O)/C=C/c2ccc3c(c2)OCO3)ccc1OCc1cn(-c2ccccc2)nn1 returned NCI-H23 95, HCT-116 99, NCI-H460 104, NCI-H226 84, NCI-H322M 85, HCT-15 91, COLO 205 124, NCI-H522 85 and NCI/ADR-RES 93.
Screening Oc1ccccc1N=Cc1ccc(Br)cc1 returned NCI-H23 86, HCT-116 92, NCI-H460 114, NCI-H226 83, NCI-H322M 95, HCT-15 86, COLO 205 106, NCI-H522 71 and NCI/ADR-RES 93.

More results follow:
`CCCCn1c(Cc2ccc(Cl)cc2)nc2cc(OC)c(OC)cc2c1=O` gave NCI-H23 75, HCT-116 52, NCI-H460 91, NCI-H226 66, NCI-H322M 97, HCT-15 75, NCI-H522 72 and NCI/ADR-RES 76.
Screening CS(=O)(=O)OCC1OC(n2ccc(NC(=O)c3ccccc3)nc2=O)CC1OS(C)(=O)=O (stereo unspecified) returned NCI-H23 110, HCT-116 93, NCI-H460 108, NCI-H226 98, NCI-H322M 108, HCT-15 98, COLO 205 115, NCI-H522 108 and NCI/ADR-RES 108.
For CCOC(=O)c1c(C)nc2c(c1N)/C(=C/c1ccc[nH]1)C(=O)N2Cc1ccc(C(F)(F)F)cc1 the results were NCI-H23 52, HCT-116 28, NCI-H460 17, NCI-H226 38, NCI-H322M 74, HCT-15 69, COLO 205 76, NCI-H522 43 and NCI/ADR-RES 50.
Screening Cc1nc(N)nc(N)c1[N+](=O)[O-] returned NCI-H23 112, HCT-116 102, NCI-H460 117, NCI-H226 108, NCI-H322M 106, HCT-15 99, COLO 205 107, NCI-H522 116 and NCI/ADR-RES 115.
Screening Cc1cc(C)cc(C(=O)c2cc(Cl)ccc2OCCn2c(=O)ccn(CCOc3ccc(C#N)cc3)c2=O)c1 returned NCI-H23 68, HCT-116 58, NCI-H460 78, NCI-H226 69, NCI-H322M 78, HCT-15 62, COLO 205 76, NCI-H522 69 and NCI/ADR-RES 49.
C1CCC(N2CN3c4nonc4N4CN(C5CCCCC5)CN5c6nonc6N(C2)C3C45)CC1 (stereo unspecified) was read as NCI-H23 98, HCT-116 101, NCI-H460 99, NCI-H226 96, NCI-H322M 96, HCT-15 84, COLO 205 107, NCI-H522 92 and NCI/ADR-RES 93.
Nc1nc(SCc2ccc(Br)cc2)c2ncn(C3OC(CO)C(O)C3O)c2n1 (stereo unspecified) was read as NCI-H23 96, HCT-116 94, NCI-H460 101, NCI-H226 86, HCT-15 100, COLO 205 97, NCI-H522 79 and NCI/ADR-RES 103.
For NS(=O)(=O)c1ncnc2nc[nH]c12 the results were NCI-H23 103, HCT-116 91, NCI-H460 102, NCI-H226 96, NCI-H322M 106, HCT-15 123, COLO 205 128, NCI-H522 93 and NCI/ADR-RES 103.
`Cc1ccc(S(=O)(=O)Nn2c(N)c(C#N)cc(-c3nc4ccccc4s3)c2=O)cc1` gave NCI-H23 102, HCT-116 102, NCI-H460 106, NCI-H226 90, NCI-H322M 107, HCT-15 106, COLO 205 117, NCI-H522 93 and NCI/ADR-RES 107.
Screening CC(=O)N1N=C(c2ccccc2)CC1c1cc(-c2cc3ccccc3o2)n(-c2ccccc2)n1 (stereo unspecified) returned NCI-H23 100, HCT-116 102, NCI-H460 107, NCI-H226 99, NCI-H322M 98, HCT-15 97, COLO 205 112, NCI-H522 97 and NCI/ADR-RES 101.
For Cc1cc([N+](=O)[O-])ccc1NS(=O)(=O)c1ccccc1 the results were NCI-H23 93&93, HCT-116 81&73, NCI-H460 77&84, NCI-H226 95&94, NCI-H322M 109&125, HCT-15 92&80, COLO 205 99&124, NCI-H522 74&94 and NCI/ADR-RES 80&83.
For CN1CCc2c(sc3ncnc(N/N=C/c4cn(-c5ccccc5)nc4-c4ccc(Br)cc4)c23)C1 the results were NCI-H23 8.7*, HCT-116 1.2*, NCI-H460 19, NCI-H226 81, NCI-H322M 34, HCT-15 27, COLO 205 5.8*, NCI-H522 55 and NCI/ADR-RES 8.1*.
Cn1c(=O)c2c(nc(N/N=C/C(Cl)Cl)n2C)n(C)c1=O was read as NCI-H23 101, HCT-116 105, NCI-H460 110, NCI-H226 106, NCI-H322M 106, HCT-15 108, COLO 205 110, NCI-H522 94 and NCI/ADR-RES 113.
`COc1cc(C(=O)N(C)C)cc(OC)c1OC` gave NCI-H23 108, HCT-116 100, NCI-H460 100, NCI-H226 94, NCI-H322M 96, HCT-15 101, COLO 205 118, NCI-H522 96 and NCI/ADR-RES 108.
COc1ccc(-n2nc(C(=O)NCCCC(=O)NO)nc2-c2ccccc2)cc1 was read as NCI-H23 96, HCT-116 92, NCI-H460 95, NCI-H226 89, NCI-H322M 95, HCT-15 97, NCI-H522 68 and NCI/ADR-RES 101.
COc1ccc(S(=O)(=O)c2ccc(C(N)=O)cc2)cc1NC(=O)c1[nH]c(C)c2c1CCCCC2=O was read as NCI-H23 59, HCT-116 60, NCI-H460 70, NCI-H322M 69, HCT-15 100, NCI-H522 43 and NCI/ADR-RES 105.
For CC(O)C(NC(=O)OC(C)(C)C)C(=O)O (stereo unspecified) the results were NCI-H23 99, HCT-116 101, NCI-H460 115, NCI-H226 109, NCI-H322M 118, HCT-15 103, COLO 205 106, NCI-H522 105 and NCI/ADR-RES 100.
Screening CCc1cccc(CC)c1N1C(=O)C2=C(SCCCS2)C1=O returned NCI-H23 106, HCT-116 98, NCI-H460 99, NCI-H226 104, NCI-H322M 106, HCT-15 108, NCI-H522 92 and NCI/ADR-RES 109.
`OCc1cccs1` gave NCI-H23 96, HCT-116 101, NCI-H460 110, NCI-H226 94, NCI-H322M 110, HCT-15 111, COLO 205 103, NCI-H522 96 and NCI/ADR-RES 96.
COc1cc2c(=O)n(CC3CCCCC3)c3c4cc[nH]c4ncc3c2cc1OC was read as NCI-H23 45, HCT-116 29, NCI-H460 21, NCI-H226 34, NCI-H322M 59, HCT-15 32, COLO 205 6.8*, NCI-H522 35 and NCI/ADR-RES 34.
`O=[N+]([O-])c1ccc(S(=O)Cc2ccccc2)c([N+](=O)[O-])c1` (stereo unspecified) gave NCI-H23 83&72, HCT-116 -82*, NCI-H460 103&100, NCI-H226 25, NCI-H322M 99, HCT-15 -44*, COLO 205 -92*, NCI-H522 -79* and NCI/ADR-RES 91&91.
O=C(c1ccc(Cl)cc1)C(c1ccc(Cl)cc1)N1CCCCC1 (stereo unspecified) was read as NCI-H23 68, HCT-116 64, NCI-H460 94, NCI-H226 91, NCI-H322M 90, HCT-15 72, COLO 205 101, NCI-H522 31 and NCI/ADR-RES 81.
Screening COc1ccc(/C=C/c2c(C(=O)O)cccc2[N+](=O)[O-])c(OC)c1 returned NCI-H23 100, HCT-116 96, NCI-H460 104, NCI-H226 108, NCI-H322M 83, HCT-15 101, COLO 205 104, NCI-H522 90 and NCI/ADR-RES 98.
`Br/C(=N\Nc1nn[nH]n1)c1ccccc1` gave NCI-H23 99, HCT-116 104, NCI-H460 105, NCI-H226 91, NCI-H322M 96, HCT-15 97, COLO 205 104 and NCI/ADR-RES 100.
For CCCCOB(OCCCC)OCCCC the results were NCI-H23 95, HCT-116 110, NCI-H460 113, NCI-H226 94, NCI-H322M 97, HCT-15 104, COLO 205 95, NCI-H522 93 and NCI/ADR-RES 102.
For COc1ccc(CC(=O)N2CCc3cc(OC)c(OC)cc3C2O)cc1OC (stereo unspecified) the results were NCI-H23 102, HCT-116 105, NCI-H460 110, NCI-H226 102, NCI-H322M 103, HCT-15 96, COLO 205 125, NCI-H522 99 and NCI/ADR-RES 100.
For CCOC(=O)C(N=Nc1nn[nH]n1)C(C)=O (stereo unspecified) the results were NCI-H23 101, HCT-116 109, NCI-H460 114, NCI-H226 104, NCI-H322M 110, HCT-15 108, COLO 205 131, NCI-H522 101 and NCI/ADR-RES 112.
C/C(=N\NC(=O)c1sc(=S)n(C)c1N)c1ccc[nH]1 was read as NCI-H23 90, HCT-116 103, NCI-H460 103, NCI-H226 92, NCI-H322M 95, HCT-15 107, COLO 205 88, NCI-H522 101 and NCI/ADR-RES 103.
`CC(C(N)=O)c1ccccc1` (stereo unspecified) gave NCI-H23 118, HCT-116 103, NCI-H460 103, NCI-H226 92, NCI-H322M 104, HCT-15 99, COLO 205 114, NCI-H522 102 and NCI/ADR-RES 118.
CC(=O)CSc1nc(-c2cnccn2)cc(-c2cccs2)c1C#N was read as NCI-H23 95, HCT-116 95, NCI-H460 90, NCI-H226 93, NCI-H322M 91, HCT-15 87, COLO 205 104, NCI-H522 82 and NCI/ADR-RES 89.
`CC1(C)OC(CI)C(COS(C)(=O)=O)O1` (stereo unspecified) gave NCI-H23 106, HCT-116 110, NCI-H460 66, NCI-H226 96, NCI-H322M 106, HCT-15 100, COLO 205 116 and NCI/ADR-RES 109.
`CC(=O)c1ccc(NC(=O)COc2ccc(C3SCC(=O)N3c3ccc(C)cc3)cc2)cc1` (stereo unspecified) gave NCI-H23 98, HCT-116 92, NCI-H460 108, NCI-H226 97, NCI-H322M 105, HCT-15 110, COLO 205 109, NCI-H522 79 and NCI/ADR-RES 93.
Screening CCOC(=O)c1c(-c2ccc(N(C)C)cc2)c(C#N)c(=O)n(-c2cccc(C(F)(F)F)c2)c1N returned NCI-H23 97, HCT-116 100, NCI-H460 81, NCI-H226 97, NCI-H322M 94, HCT-15 91, COLO 205 104, NCI-H522 82 and NCI/ADR-RES 104.
Screening CCSc1nc(Nc2ccc(S(=O)(=O)Nc3ccon3)cc2)c(C#N)c(-c2cccc(Br)c2)n1 returned NCI-H23 101, HCT-116 85, NCI-H460 106, NCI-H226 77, NCI-H322M 74, HCT-15 87, COLO 205 117, NCI-H522 87 and NCI/ADR-RES 110.
`O=C1/C(=C/c2ccc(OCCOc3ccc(Cl)cc3)cc2)N=C2SCCCN12` gave NCI-H23 101, HCT-116 94, NCI-H460 106, NCI-H226 105, NCI-H322M 121, HCT-15 99, COLO 205 108, NCI-H522 78 and NCI/ADR-RES 106.
